Pin1 inhibitor: inhibitors of human Pin1; Q13526; Pin1 FP peptide displacement, HiFluor488, 10 min; Potency, µM (top dose mostly 115 µM), inactives show at the highest dose activity, negative = inhibition, most hits filed as inhibitors; hit rate 0.009% among 390,000; active = well fitted inhibition curve with a large enough effect in the polarisation, with a control signal flat, not every such curve was filed as active; inconclusive = small, poorly fitted or top-dose-only effect, or effect the other way, or a change in a side signal; inactive = no such curve, though single readings can be large or run the other way; the % refers to the polarisation; note: % is set by controls: 0 for no effect and ±100 for the full control effect
Target sequence (Q13526 whole entry, looked up): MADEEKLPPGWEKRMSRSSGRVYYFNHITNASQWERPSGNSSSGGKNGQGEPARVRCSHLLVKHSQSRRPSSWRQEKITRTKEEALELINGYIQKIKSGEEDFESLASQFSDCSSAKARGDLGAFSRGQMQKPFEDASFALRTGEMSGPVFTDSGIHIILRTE
PGK inhibitor: T. brucei PGK inhibition | P07378 | PGK/GAPDH coupled, Kinase-Glo luminescence, 60 min | Potency, µM (series often up to 57.5 µM), inactives show top-dose activity change, negative = inhibition, usual class: inhibitors | hit rate 0.043% among 380,000; note: % is set by controls: 0 for no effect and ±100 for the full control effect; nearly all actives have a fitted effect of over 60% in size
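Recombinant glycosomal PGK reaction used 1,3-bisphosphoglycerate generated in-well by GAPDH (100nM final) in 100mM TEA pH 7.6, 5mM MgCl2, 0.01% Tween-20. After 60 minutes at room temperature, ATP was read by Kinase-Glo Plus luminescence end-point.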
GLS inh: glutaminase GLS (human) inhibition | O94925 | GLS enzymatic activity, qHTS titration | Potency, µM (series often up to 45.5 µM), without a hit: at the highest dose activity change, negative = inhibition, most hits filed as inhibitors | hit rate 0.21% among 410,000; note: % is set by controls: 0 for no effect and ±100 for the full control effect
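Two-point fluorescence kinetic (t0, 30 min RT) for hKGA; glutamate detected via glutamate oxidase–HRP–Amplex Red. Substrate: 1 mM L-glutamine solution; buffer 45 mM KH2PO4, pH 8.2.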
ERG-DNA inh: inhibitors of human ERG Ets domain-DNA interaction; fluorescence polarization, His-ERG Ets domain / labelled DNA; Potency, µM (series often up to 76.9 µM), for the others: at the top dose FP activity, negative = inhibition, actives largely listed as inhibitors; hit rate 0.028% among 370,000; AID 624246; active = well fitted inhibition curve with a large enough effect in the polarisation, with a control signal flat; inconclusive = small, poorly fitted or top-dose-only effect, or effect the other way, or a change in a side signal; inactive = no such curve, though single readings can be large or run the other way; the % refers to the polarisation;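 note: polarization taken with two DNA probes labelled with fluorescein and Texas red; % of control where 0% means no effect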
Target sequence (P11308 whole entry, looked up, the tested form may be a part): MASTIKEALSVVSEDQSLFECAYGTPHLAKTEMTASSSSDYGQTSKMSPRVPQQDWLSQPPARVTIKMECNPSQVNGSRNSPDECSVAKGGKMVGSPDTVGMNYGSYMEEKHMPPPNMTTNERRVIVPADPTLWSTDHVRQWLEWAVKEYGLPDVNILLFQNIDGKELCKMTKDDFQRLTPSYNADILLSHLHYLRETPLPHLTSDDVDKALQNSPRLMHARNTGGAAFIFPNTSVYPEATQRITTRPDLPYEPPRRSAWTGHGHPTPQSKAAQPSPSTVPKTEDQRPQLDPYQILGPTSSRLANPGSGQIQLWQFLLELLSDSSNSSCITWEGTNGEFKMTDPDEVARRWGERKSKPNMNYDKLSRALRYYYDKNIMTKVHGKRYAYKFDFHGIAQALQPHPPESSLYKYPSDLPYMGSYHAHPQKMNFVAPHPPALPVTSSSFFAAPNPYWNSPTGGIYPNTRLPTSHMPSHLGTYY
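His-tagged ERG Ets domain (1 uM in the protein solution; 300mM KCl, 50mM Tris-HCl, 1mM EDTA, 1mM DTT, pH 7.5) received compound, then a probe mix of 5 nM fluorescein-DNA and 100nM Texas-615-DNA. Fluorescence polarization was read for both dyes.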
rTrxR1 inhibitor: inhibitors of rat thioredoxin reductase 1 | O89049 | recombinant rTrxR1, NADPH fluorescence consumption, selenite substrate | Potency, µM (highest dose often 114 µM), inactives show at the highest dose activity change, negative = inhibition, most hits filed as inhibitors | hit rate 1% among 390,000 | AID 588453; note: % is set by controls: 0 for no effect and ±100 for the full control effect; nearly all actives have a fitted effect of over 65% in size
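Rat TrxR1 (90 nM in the dispensed reagent) was pre-reduced with 400 uM NADPH for 5 min at room temperature, then incubated with compound for 15 min. After 400 uM selenite was added, NADPH fluorescence (Ex 340/Em 450 nm) was followed for 8 min.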
12-LOX inh: ALOX12 (human) lipoxygenase inhibition | P18054 | purified 12hLO, xylenol orange hydroperoxide absorbance | Potency, µM (doses to about 108 µM), without a hit: top-dose activity change, negative = inhibition, actives largely listed as inhibitors | hit rate 1.1% among 580,000; note: % is set by controls: 0 for no effect and ±100 for the full control effect
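Hydroperoxide product was detected by ferrous iron/xylenol orange as the 573 to 405 nm absorbance ratio. Arachidonic acid at 40 uM (final) was turned over for 30 min at room temperature by 150 nM human 12hLO, pH 7.0 Hepes buffer, after 15 min compound preincubation.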
HP1b binding inh: inhibitors of HP1-beta chromodomain binding to methylated histone tails; hit rate 0.56% among 390,000; Potency, µM (titrated, usually from 114 µM), without a hit: at the highest dose activity change, negative = inhibition, actives largely listed as inhibitors; AID 540317; AlphaScreen HP1-beta / biotin-H3K9me3 peptide binding; P83916; note: nearly all actives have a fitted effect of over 70% in size; inactives centre near 23
Target sequence (P83916 whole entry, looked up): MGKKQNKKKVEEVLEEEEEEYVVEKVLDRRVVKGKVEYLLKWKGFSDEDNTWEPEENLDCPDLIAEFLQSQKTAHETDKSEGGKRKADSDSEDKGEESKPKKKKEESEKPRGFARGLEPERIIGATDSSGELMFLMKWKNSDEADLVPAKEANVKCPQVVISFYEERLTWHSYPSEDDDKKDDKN
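AlphaScreen: HP1-beta (50 nM) preformed 30 min with biotin-H3(1-18)K9me3 peptide (50 nM) in PBS pH 7.4, 0.01% Tween-20. Compound added for 30 min at RT, then streptavidin donor/nickel chelate acceptor beads (10 ug/mL) for 30 min.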
RGS4 inhibitor: blocks human RGS4-accelerated GTP hydrolysis. Potency, µM (top dose mostly 114 µM), inactives show top-dose activity change, negative = inhibition, actives largely listed as inhibitors. AID 504845. Transcreener GDP fluorescence polarization, RGS4-accelerated GTP hydrolysis. hit rate 0.039% among 390,000; note: % is set by controls: 0 for no effect and ±100 for the full control effect; nearly all actives have a fitted effect of over 75% in size; some results filed as inactive show a strong effect at the top dose
Target sequence (P49798 whole entry, looked up): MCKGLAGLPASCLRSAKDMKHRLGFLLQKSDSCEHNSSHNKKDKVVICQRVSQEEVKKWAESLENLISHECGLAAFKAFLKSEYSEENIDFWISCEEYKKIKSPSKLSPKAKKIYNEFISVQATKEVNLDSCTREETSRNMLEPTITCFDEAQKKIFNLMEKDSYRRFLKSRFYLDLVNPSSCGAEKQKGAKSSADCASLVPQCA
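MLSMR compounds (23 nl, pin-transferred) preincubated 10 min at room temperature with a 500nM (2x) first reagent, then RGS4 at 900nM (2x) plus Transcreener GDP mix added; fluorescence polarization (620/688 nm) read before and after 90 min at 30 °C.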
JMJD2A Tudor inh: blocks the human JMJD2A Tudor domain. Potency, µM (doses to about 114 µM), inactives show at the highest dose activity change, negative = inhibition, usual class: inhibitors. O75164. AlphaScreen JMJD2A-Tudor / H3K4me3 peptide binding. AID 504339. hit rate 4.4% among 390,000; note: % is set by controls: 0 for no effect and ±100 for the full control effect; nearly all actives have a fitted effect of over 50% in size
Numbers without * were called inactive; i = inactive; ? = inconclusive; . = not tested or not shown; [ ] = another dose, or the depositor's remark. Unless noted, calls come from the whole dose curve; as a rule, active = well fitted curve in the direction sought with a large enough effect; inconclusive = small, poorly fitted or top-dose-only effect, or another doubt; inactive = no such curve, though single readings can be large; an effect the other way counts as inactive or inconclusive. Potency is the fitted concentration of half-maximal effect. Only part of the results is shown, so the mix of outcomes need not match the whole.

SMILES | Pin1 inhibitor | PGK inhibitor | GLS inh | ERG-DNA inh | rTrxR1 inhibitor | 12-LOX inh | HP1b binding inh | RGS4 inhibitor | JMJD2A Tudor inh
CCNc1c(N)c(=O)oc2ccccc12 | -12.9% | 0.7% | 33.7%[activator] | -5.2% | 15.6%[57.1 µM] | ? | 0.5% | 9.5% | -13.9%
COCc1cc(C)nc(SCC(=O)c2ccc(O)c(O)c2)c1C#N | 20.3% | . | ? | . | -10.3% | 0.891µM* | 0.7% | -21.3% | 22.4µM*
Cc1ccc(C(=O)Oc2c(S(=O)(=O)c3ccccc3)c(C)nn2-c2ccccc2)cc1 | -1.2% | -7.8% | 2.2% | -1.0% | 10.3% | 0.0% | 6.5% | -13.7% | 14.1µM*
Cc1ccc(C(=O)NCC2CCCN2S(=O)(=O)c2ccc(C)cc2)cc1 (stereo unspecified) | 1.8% | -8.6% | 1.4% | 2.2% | -3.1%[57.1 µM] | 4.4% | -3.6% | 12.5% | -19.2%
CCOC(=O)c1[nH]c(C)c(CCC(=O)Nc2c(C)cc(C)cc2C)c1C | -1.8% | 5.2% | -16.2% | 10.7% | 14.3%[57.1 µM] | -12.3% | 5.3%[57 µM] | 0.1% | -11.0%
CCCCCC[N+](C)(C)CCSSCC[N+](C)(C)CCCCCC | -3.9% | i | 1.5% | -19.4% | 185.8%[activator] | 126.4%[activator] | ? | -35.5% | -23.6%
CCOc1ccc(N(CC)S(=O)(=O)c2c(C)[nH]c(=O)[nH]c2=O)cc1 | 2.0% | i | -12.1% | -10.5% | 17.3%[57.1 µM] | -2.4% | -6.7% | -5.8% | -11.9%
CCOc1ccc(C(=O)Nc2ccccc2C(=O)OCc2cc(=O)n3nc(C4CC4)sc3n2)cc1 | -2.4% | -2.5% | 1.5% | 3.7% | 6.2%[57.1 µM] | -16.3% | 25.4% | 1.5% | 0.7%
COc1cc([C@@H]2c3cc4c(cc3[C@@H](O)[C@H]3COC(=O)[C@H]23)OCO4)cc(OC)c1O[Si](C)(C)C(C)(C)C | -4.7% | -5.3% | -0.2% | 1.0% | 1.7%[57.1 µM] | -2.7% | 21.0% | -8.0% | ?
O=C(CCNS(=O)(=O)c1ccc(Br)s1)NCc1ccc(F)cc1 | -5.7% | i | -2.6% | 10.2% | 14.7% | -1.2% | -13.8% | 12.8% | -10.6%
CC(C)C(NS(=O)(=O)c1cccc2nsnc12)C(=O)NCc1ccco1 (stereo unspecified) | -12.2% | -3.5% | -5.0% | 0.1% | -14.8% | -17.2% | 22.6% | 7.9% | -11.6%
CCCCN(C(=O)c1cc2ccccc2o1)c1c(N)n(CCCC)c(=O)[nH]c1=O | ? | -8.7% | -0.1% | 9.2% | 11.9% | 174.7%[activator] | 30.4% | 1.3% | -3.0%
CNC(=O)CN1C(=O)CSc2ncccc21 | 0.4% | -0.1% | -4.1% | 1.6% | 4.3% | -13.5% | 40.7%[activator] | -11.7% | -6.9%
NNC(=O)c1[nH]c2ccc(Br)cc2c1-c1ccccc1 | -4.9% | 3.1% | ? | 2.1% | 4.4%[57.1 µM] | 133.6%[activator] | -1.2% | -43.3% | -23.1%
Cc1cccc(C)c1NC(=O)CN(C)C(=O)c1ccc(-c2cccc(C(F)(F)F)c2)o1 | ? | -5.8% | 9.6% | 18.5% | -1.8%[57.1 µM] | 2.0% | -3.3% | 22.6% | -5.8%

Brought forward from above: 2 entries; new compounds follow.
SMILES | Pin1 inhibitor | PGK inhibitor | GLS inh | ERG-DNA inh | rTrxR1 inhibitor | 12-LOX inh | HP1b binding inh | RGS4 inhibitor | JMJD2A Tudor inh
NNC(=O)c1[nH]c2ccc(Br)cc2c1-c1ccccc1 | -4.9% | 3.1% | ? | 2.1% | 4.4%[57.1 µM] | 133.6%[activator] | -1.2% | -43.3% | -23.1%
Cc1cccc(C)c1NC(=O)CN(C)C(=O)c1ccc(-c2cccc(C(F)(F)F)c2)o1 | ? | -5.8% | 9.6% | 18.5% | -1.8%[57.1 µM] | 2.0% | -3.3% | 22.6% | -5.8%
COC(=O)c1cc(Cl)c(NC(=O)c2cc3ccccc3o2)cc1OC | 1.4% | i | -7.3% | -9.2% | -14.6% | 0.0% | 24.5% | -23.8% | 10.2%
CCC(C)c1ccc(NC(=S)NCc2ccccn2)cc1 (stereo unspecified) | -6.7% | -8.8% | 3.6% | -14.5% | 14.9%[57.1 µM] | ? | -7.7% | ? | -30.4%[57.1 µM]
CCOc1ccc(NC(=O)C2CCC(CNc3c(N4CCCCC4)c(=O)c3=O)CC2)cc1 (stereo unspecified) | -5.9% | -0.9% | -8.4% | 4.1% | 10.0% | 8.5% | 36.4% | 21.2%[11.4 µM] | -14.7%[11.4 µM]
O=c1c2sc3ccccc3c2n(Cc2cccc(C(F)(F)F)c2)c(=O)n1-c1ccccc1 | 11.1% | -9.1% | -11.6% | 2.8% | 32.2%[activator] | -21.0% | 15.4% | -1.0% | -9.6%
C1=CC(c2cc3ccccc3o2)OC(CCc2ccccc2)C1 (stereo unspecified) | 10.5% | -1.2% | -7.9% | -10.8% | 3.6% | -0.9% | 152.5%[activator] | -4.6% | 102.8%[activator]
CCC(=O)c1ccc(N2CCN(C(=O)c3ccccc3F)CC2)c(F)c1 | 0.1% | 9.6% | 3.9% | -2.9% | -4.8%[57.1 µM] | -0.2% | -10.0% | -14.1% | -22.3%
CCCCn1c(SCC(=O)NCc2cccs2)nc2c1c(=O)n(C)c(=O)n2C | -10.0% | 13.3% | -5.5% | -10.0% | 17.8% | -4.8% | 24.8% | -0.8% | -5.1%
CCOC(=O)C1CCCN(C(=O)c2ccc(OC(C)=O)cc2)C1 (stereo unspecified) | -2.4% | 0.1% | -5.6% | -5.2% | 7.5% | 5.0% | 39.3%[activator] | -9.5% | 12.8%
CCOc1ccccc1NC(=O)COC(=O)c1c(CC)noc1C | -0.4% | -0.6% | 2.1% | -9.4% | 9.0% | 11.2% | 9.6% | 20.2% | 5.5%
Cc1cc(C)nc(N2CCC(C(=O)NCCc3ccccc3)CC2)n1 | -5.8% | -7.1% | 0.2% | -1.7% | -13.0% | 4.8% | 35.9% | 2.2% | 1.8%
Cc1cc(Oc2ccccc2)nc(-c2ccccc2)n1 | -2.5% | i | 3.1% | 0.1% | 20.9% | 12.1% | 195.5%[activator] | -29.1% | 164.1%[activator]
COc1cccc(C(=O)Nc2ccc3c(c2)n(C)c(=O)n3C)c1 | -8.0% | -3.9% | -14.8% | -11.4% | 12.4%[57.1 µM] | -5.2% | 39.3%[activator] | -23.0% | -10.5%
O=C(CN1C(=O)C(=O)N(Cc2ccco2)C1=O)Nc1ccc(F)c(F)c1F | 2.6% | -2.3% | 1.8% | 5.8% | 10.1% | 11.0% | 51.6%[activator] | 3.4% | -12.5%
CCc1ccc(C(=O)COC(=O)C(CCSC)NC(=O)c2ccccc2)cc1 (stereo unspecified) | 6.7% | -8.7% | -3.0% | -5.4% | 28.4% | -7.7% | 15.5% | 14.0% | -17.2%
CCOc1ccccc1C1CC(c2ccc(Br)cc2)Nc2nc(N)nn21 (stereo unspecified) | 0.6% | i | -2.1% | ? | 38.7%[activator] | 352.1%[activator] | 25.0% | -5.5% | -29.3%
CCOc1ccc(N2CC(C(=O)Nc3ccccc3OC)CC2=O)cc1 (stereo unspecified) | -7.4% | -9.7% | 1.5% | 0.3% | 25.0%[57.1 µM] | 115.8%[activator] | 42.6%[activator] | -11.2% | -14.1%
O=C(CNC(=O)c1ccccc1F)OCC(=O)N1CCCCC1 | -4.1% | -4.6% | 3.6% | 0.3% | -9.0% | 2.1% | 30.2% | -44.4% | -6.5%
Cc1ccc(NC(=O)CSc2nnc(C3CC3)n2CC2CCCO2)c(C)c1 (stereo unspecified) | -13.7% | -11.8% | -5.6% | 6.8% | 22.5% | -12.4% | 34.8% | 11.9% | 4.9%
COc1ccc(COC(=O)N/N=C(\C)CC(=O)Nc2ccc(Cl)cn2)cc1 | 3.1% | i | -14.6% | 3.3% | 11.5%[57.1 µM] | 424.5%[activator] | 38.3% | -8.0% | -1.7%
Cc1cc2c(cc1C)NC(CC(=O)Nc1ccccc1)C(=O)N2 (stereo unspecified) | 35.0%[activator] | -2.3% | ? | -0.9% | 16.1% | 187.0%[activator] | 4.1% | -2.0% | -17.6%
CCOC(=O)CSc1nc(N2CCOCC2)c2c(c1C#N)CC(C)(C)N(C)C2 | ? | -2.3% | -0.1% | 3.9% | -22.0% | 0.0% | 16.8% | ? | -15.3%
CCOC(=O)C1=C(C)NC(=O)NC1c1ccc(-c2ccccc2F)o1 (stereo unspecified) | ? | -10.3% | 4.2% | 2.4% | -35.2% | -6.0% | 23.3% | -7.1% | -35.1%
COC(=O)c1cc(-c2ccc3c(c2)OCO3)nc2ccccc12 | -19.9% | -8.1% | -8.3% | -2.4% | 14.6%[57.1 µM] | 0.0% | 271.5% | 3.4% | 169.5%[activator]
Cc1ccc(NC(=O)C/C(N)=N/O)cc1C | -2.3% | i | 66.3%[activator] | -8.3% | 18.7% | 2.9% | 25.2% | -8.4% | -9.0%
CS(=O)(=O)Nn1cnc2ccccc2c1=O | 0.9% | -4.8% | 2.3% | -6.2% | 13.9%[57.1 µM] | 170.4%[activator] | 24.8% | 33.7% | 2.0%
CCOC(=O)n1c(=O)[nH]c2ccc(Br)cc21 | -0.6% | -5.3% | 4.4% | 7.9% | -5.1%[57.1 µM] | 2.0% | -9.8% | 5.4% | -14.6%

High-throughput results deposited in PubChem BioAssay by National Center for Advancing Translational Sciences (NCATS).
